MrgX1 ag: agonists of human MrgX1 receptor, primary screen, HEK293 cells, Fluo-4 calcium flux; Fluo-4 calcium fluorescence, agonist mode; active compounds read high; B-score at 10 µM; actives 0.44% (n = 310,000); AID 588627, 2011;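 active = calcium response B-score plate-corrected fluorescence ratio at least 3 library SD, with starting fluorescence B-score inside 5 SD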
Target sequence (Q96LB2 whole entry, looked up): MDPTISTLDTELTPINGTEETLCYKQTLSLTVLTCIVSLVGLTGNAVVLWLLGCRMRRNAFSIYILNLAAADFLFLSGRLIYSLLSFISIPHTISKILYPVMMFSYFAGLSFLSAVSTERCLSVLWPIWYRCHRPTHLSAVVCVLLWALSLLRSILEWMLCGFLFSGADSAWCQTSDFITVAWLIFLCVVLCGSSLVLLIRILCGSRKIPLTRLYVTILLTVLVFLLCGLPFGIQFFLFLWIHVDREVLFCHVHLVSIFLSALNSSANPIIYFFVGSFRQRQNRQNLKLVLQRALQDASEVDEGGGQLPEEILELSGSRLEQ
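Test system: HEK293 cells stably expressing human MrgX1 receptor; amount: 15,000 cells per well; doses: compound delivered in addition one of three; times: overnight plating before 1 h dye loading; detection: Fluo-4 NW calcium-flux fluorescence, kinetic read; read-out basis: B-scored fluorescence response ratio; controls: positive and negative controls per plate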
TRPC6 inh: mouse TRPC6 channel inhibitors, primary screen, cell-based, HEK293, membrane potential dye | ACh-evoked depolarization; active compounds read low | actives 1.1% (n = 310,000) | B-score at 10 µM | Short transient receptor potential channel 6 (Mus musculus), Q61143;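 active = B-score under library mean minus 3 SD, initial fluorescence not abnormally high, positive integrated signal ratio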;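 also: B-score derived from integrated fluorescence ratio over the kinetic read; more negative B-score means stronger inhibition of depolarization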
PolyA inh: polyadenylation inhibitors in yeast reporter cells, primary screen, luminescence, S. cerevisiae. S. cerevisiae SKY197-pL101 polyadenylation reporter, beta-gal luminescence; efflux-impaired pdr1/pdr3 knockout yeast; score 100 = 6 SD above DMSO. calls only at 12 µM. actives 0.02% (n = 300,000). AID 1875, 2009;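 active = lowest replicate activity score at least 50, where 100 means six control SD above control mean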;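 also: yeast exposed to compound for 9 h at 30 °C; higher score means more reporter readthrough which indicates perturbed polyadenylation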
TRPC4 PAM: positive allosteric modulators of TRPC4, primary screen, cell-based, mouse TRPC4beta, HEK293 mu-opioid, Fluo-4 calcium; DAMGO EC20, Fluo-4 Ca2+ flux; active compounds read high; B-score at 10 µM; actives 0.42% (n = 310,000); AID 2227, 2009;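 active = B-score of calcium response area above 5 SD of library B-scores, with initial fluorescence ratio within 5 SD of library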;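 also: B-score of integrated fluorescence ratio over time as area under calcium response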
TRPC4 inh: inhibitors of mouse TRPC4 channel, primary screen, Fluo4 calcium, HEK293 TRPC4beta/mu-opioid cells | Short transient receptor potential channel 4 (Mus musculus), Q9QUQ5 | DAMGO-evoked Fluo4 calcium flux; active compounds read low | AID 2247, 2010 | B-score at 10 µM | actives 0.39% (n = 300,000);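 active = B-score over 3 SD under the library average, no early fluorescence shift, positive overall ratio signal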
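test system = HEK293 cells with stable TRPC4beta plus mu-opioid receptor expression | detection = Fluo4 Ca2+ flux fluorescence | read-out = integrated fluorescence ratio relative to baseline, converted to per-well B score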
AI-2 QS mod: Vibrio harveyi AI-2 quorum sensing modulators, primary screen, JMH597 strain, luminescence/OD600 ratio. Vibrio harveyi JMH597 AI-2 luminescence/OD600 ratio, 9 h; active compounds read low; strain lacks LuxN and CqsS sensors; 0 = neutral-control median. activity change, % at 7.5 µM. actives 0.4% (n = 300,000). AID 2094, 2009; in the data active = activity change below about -75%, passing the limit was not always enough;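 also: luminescence divided by OD600 gain over 9 h not by final OD600 alone; inactives centre near 13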
TRPC4 agonist: activators of mouse TRPC4 channel, primary screen, Fluo4 calcium, HEK293 TRPC4beta/mu-opioid cells; Short transient receptor potential channel 4 (Mus musculus), Q9QUQ5; actives 0.49% (n = 310,000); Fluo4 calcium fluorescence; active compounds read high; B-score at 10 µM;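 active = B-score above 5 SD of library B-scores, and initial fluorescence ratio not above library mean plus 5 SD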;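 also: positive B-score marks a calcium rise read as TRPC4 activation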
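system = HEK293 cells stably co-expressing mouse TRPC4beta and mu-opioid receptor | schedule = Fluo4 dye loading 45 min at room temperature, 110 s recording | measure = B-scored integrated calcium fluorescence ratio | signal = Fluo4 calcium-sensitive dye fluorescence, kinetic, 1 Hz baseline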
MrgX1 allo act: positive allosteric modulators of MrgX1, primary screen, HEK293 cells, Fluo-4 calcium flux; FDSS; active compounds read high; B-score at 10 µM; actives 0.63% (n = 310,000);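 active = plate-corrected calcium response at least 3 library SD above typical, normal starting fluorescence, not activating the receptor alone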;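 also: compound read alongside a low EC10 to EC30 dose of BAM8-22 agonist; peak minus trough fluorescence over baseline measured at the second addition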
HIF act: HIF pathway transcriptional activators, primary screen, cell-based, U2OS HRE-luciferase, luminescence; U2OS HRE-luciferase reporter; normalized: DMSO 0%, desferrioxamine 100%; activation, % at 7.5 µM (by protocol); AID 1910, 2009; actives 0.32% (n = 300,000);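 active = mean activation of at least 10% of the iron chelator positive control signal, with at least half of replicates also reaching 10%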
TRPC6 act: mouse TRPC6 channel activators, primary screen, cell-based, HEK293, membrane potential dye; Short transient receptor potential channel 6 (Mus musculus), Q61143; HEK293-TRPC6 membrane potential dye fluorescence; active compounds read high; AID 2550, 2010; actives 0.13% (n = 310,000); B-score at 10 µM;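 active = B-score of the integrated fluorescence ratio above library mean plus 3 SD, and starting fluorescence ratio within library mean plus 5 SD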;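 also: higher score means more depolarization so channel activation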
MrgX1 antagonist: antagonists of human MrgX1 receptor, primary screen, HEK293 cells, Fluo-4 calcium flux; Mas-related G-protein coupled receptor member X1 (Homo sapiens), Q96LB2; BAM8-22 antagonism; active compounds read low; B-score at 10 µM; actives 1.3% (n = 310,000);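 active = calcium-response B-score plate-corrected more than 3 library SD below zero, starting fluorescence within 5 deviations, no agonist response on first addition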;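 also: peak minus trough fluorescence over baseline after final BAM8-22 challenge near maximal dose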
An asterisk follows results filed as active; i = inactive; / = no result given. Only part of the results is shown; the hit share may differ from the screen's.

SMILES	MrgX1 ag	TRPC6 inh	PolyA inh	TRPC4 PAM	TRPC4 inh	AI-2 QS mod	TRPC4 agonist	MrgX1 allo act	HIF act	TRPC6 act	MrgX1 antagonist
COc1ccccc1-c1c(C(F)(F)F)oc2c(CN(C)C)c(O)ccc2c1=O	i	i	i	i	i	10	i	i	-0.5	i	i
COc1cccc(C(=O)OCC(=O)NC(C)CCc2ccccc2)c1O (configuration not stated)	i	i	i	i	i	4	i	i	-6.2	i	i
CCOCCCNC(=O)c1cc(-c2cccnc2)nc2ccc(S(=O)(=O)N3CCC(C)CC3)cc12	i	i	i	i	i	6	i	i	-0.4	i	i
CC(C)(C)c1cc(C(=O)NCCCn2ccnc2)cc(C(C)(C)C)c1	i	i	i	i	i	22	i	i	0.6	i	i
COc1ccccc1N1CCN(CC(=O)Nc2cc(F)ccc2C)CC1	i	i	i	i	i	-2	i	i	0.0	i	i
Cc1cc(C)n(CC(=O)NCc2cc(-c3nn(C)c(=O)c4ccccc34)ccc2C)n1	i	i	i	i	i	13	i	i	0.5	i	i
Cc1cnc(CNC(=O)C2CCC(=O)N(CCc3ccc(Cl)cc3)C2)cn1 (configuration not stated)	/	i	i	i	i	24	i	/	-1.2	i	/
CC(=O)NCC(=O)N[C@@H](CC(=O)OCc1ccccc1)C(=O)OCc1ccccc1	i	i	i	i	i	0	i	i	0.4	i	i
O=C(NNC1=C(C(=O)C(F)(F)F)CCC1)c1ccccc1O	i	-5.2*	i	i	i	3	i	i	0.4	i	i
COc1cc(/C=C/CN2CCC(Oc3ccc(C(=O)N4CCCC4)cc3)CC2)ccc1O	/	i	i	i	i	24	i	/	0.0	i	/
O=C(c1cnn2c(C(F)(F)F)cc(-c3ccco3)nc12)N1CCCCCC1	i	i	i	i	i	6	i	i	-0.5	i	i
CCOc1ccc(NS(=O)(=O)c2ccc(NC(=O)[C@@H]3CCCC[C@@H]3C(=O)O)cc2)cc1	i	i	i	i	i	29	i	i	-0.1	i	i
CCOc1ccc(C(=O)Nc2cnn(Cc3ccc(Cl)c(Cl)c3)c2)cc1	i	i	i	i	i	14	i	i	-1.0	i	i
CCc1c(C(=O)Nc2ccccc2)c(C)[nH]c(=S)c1C#N	i	i	i	i	i	10	i	i	-0.2	i	i
O=C1CSC(c2cccnc2)N1c1ccc(F)cc1 (configuration not stated)	i	i	i	i	i	6	i	i	0.1	i	i
COc1cc(NC(=O)c2cc3ccccc3o2)c(OC)cc1Cl	i	i	i	i	i	13	i	i	0.4	i	i
CC(C)C[C@@H]1NC(=O)[C@H](Cc2ccc(O)cc2)NC(=O)[C@H](CCC(N)=O)NC(=O)c2cc([N+](=O)[O-])cc(I)c2NCC[C@@H](C(N)=O)NC1=O	i	i	i	i	i	15	i	i	-0.5	i	i
CCN(C(=O)CN1C(=O)S/C(=C\c2cccc(OC)c2)C1=O)C1CCS(=O)(=O)C1 (configuration not stated)	i	i	i	i	i	0	i	i	0.0	i	i
CCOC(=O)c1ccc(NC(=S)NCCc2ccc(OC)c(OC)c2)cc1	36*	i	i	i	i	0	i	i	-0.1	i	i
O=C(O)C(Cc1ccccc1)N1C(=O)/C(=C/c2ccccc2)SC1=S (configuration not stated)	i	i	i	i	i	125	i	i	0.1	i	i
CC(C)c1ccc(S(=O)(=O)NC2CCS(=O)(=O)C2)cc1 (configuration not stated)	i	i	i	i	i	16	i	i	0.0	i	i
CC(CC(=O)NNC(=O)c1cccc(Cl)c1)c1ccccc1 (configuration not stated)	i	i	i	i	i	24	i	i	0.3	i	i
Nc1nnc(CC(c2ccccc2)c2ccccc2)s1	i	i	i	i	i	7	i	i	-0.4	i	i
Cc1ccc(C#N)c(SCc2cccc(Br)c2)n1	i	i	i	i	i	20	i	i	-0.2	i	i
COc1ccc(N2CC(NC(=O)N(C)CCC#N)CC2=O)cc1 (configuration not stated)	i	i	i	i	i	13	i	i	-0.1	i	i
Cc1noc(NS(=O)(=O)c2ccc(NC(=O)CCN3C(=O)c4ccccc4C3=O)cc2)c1C	i	i	i	i	i	30	i	i	0.0	i	i
COc1cc(C)c(Cl)cc1S(=O)(=O)N1CCCC1	i	i	i	i	i	12	i	i	0.3	i	i
Cc1ccc([N+](=O)[O-])c(NC(=O)COC(=O)C2CC3CCCC(C2)C3=O)c1C (configuration not stated)	i	i	i	i	i	8	i	i	0.2	i	i
CC1(c2ccccc2Cl)NC(=O)N(CC(=O)c2ccc3c(c2)OCO3)C1=O (configuration not stated)	i	i	/	i	i	16	i	i	-0.6	i	i
CCn1cc([C@@H]2C[C@H]3CN(Cc4cccc(Cl)c4)C(=O)[C@]34CCCN24)cn1	i	i	i	i	i	30	i	i	0.1	i	i
COCCNC(=S)Nc1ccc2nc(N3CCOCC3)cc(C)c2c1	i	i	i	i	i	3	i	i	1.1	i	i
CCOC(=O)NC(=O)CSc1nnnn1-c1ccc(Cl)cc1	i	i	i	i	i	2	i	i	0.1	i	i
Cc1c(C)n(C(=O)CSc2nc3ccccc3[nH]2)c2ccccc12	i	i	i	i	i	14	i	i	-0.5	i	i
CCOc1ccc(CCNC(=O)C2CCCN(S(=O)(=O)N3CCOCC3)C2)cc1OCC (configuration not stated)	i	i	i	i	i	26	i	i	-0.1	i	i
N#Cc1ccc(Oc2ccc(C(F)(F)F)cc2NC(=O)c2ccc(F)cc2)cc1	i	i	i	i	i	17	i	i	-0.8	i	i
O=C(/C=C/c1ccc(Cl)cc1)NC(=S)Nc1ccc(N2CCOCC2)c(Cl)c1	i	i	i	i	i	38	i	i	0.2	i	i
COC(=O)c1ccc(COc2ccc3ccc(=O)oc3c2)o1	i	i	i	i	i	24	i	i	2.0	i	i
O=C(NCCC1CCCCN1S(=O)(=O)c1ccc(F)cc1)C(=O)NCCN1CCOCC1 (configuration not stated)	i	i	i	i	i	10	i	i	0.5	i	i
Cc1c(C=O)cnn1CCC(=O)O	i	i	i	i	i	35	i	i	0.1	i	i
CCOc1cccc2sc(Cl)nc12	i	i	i	i	i	12	i	i	-0.4	i	i
COc1ccc(OCC(=O)c2c[nH]c3ccccc23)cc1	i	i	i	i	i	-51	i	i	1.6	i	i
CC1CCN(c2ccc(S(=O)(=O)NC3=NCCCCC3)cc2[N+](=O)[O-])CC1	i	i	i	i	i	9	i	i	-0.7	i	i
Cc1cccc(-c2noc(CSc3ccccc3)n2)c1	i	i	i	i	i	15	i	i	3.1	i	i
O=[N+]([O-])c1ccccc1OCCCCN1CCCCC1	i	i	i	i	i	26	i	i	0.0	i	i
COc1ccc([C@@H]2CC(=O)c3c(O)cc(O[C@@H]4OC(CO[C@@H]5OC(C)[C@H](O)[C@H](O)C5O)[C@@H](O)[C@@H](O)C4O)cc3O2)cc1O (some centres not stated)	i	i	i	i	i	16	i	i	0.1	i	i
CCCc1cc(=O)[nH]c(Nc2ccc3c(c2)OCCO3)n1	i	i	i	i	i	9	i	i	-0.6	i	i
COc1cc(C(=S)N2CCOCC2)cc(Br)c1OS(=O)(=O)c1ccccc1	i	i	i	i	i	3	i	i	-4.5	i	i
CN(C1CCS(=O)(=O)C1)S(=O)(=O)c1ccc(C2CCCCC2)cc1 (configuration not stated)	i	i	i	i	i	13	i	i	0.4	i	i
COc1ccc(NC(=O)C2CCC(CNc3c(N4CCCCC4)c(=O)c3=O)CC2)cc1OC (configuration not stated)	i	i	i	i	i	3	i	i	-0.3	i	i
CCCCC(=O)Nc1ccc(F)c(Cl)c1	i	i	i	i	i	9	i	i	0.6	i	i

Compound profiles (already shown). Order of values: MrgX1 ag, TRPC6 inh, PolyA inh, TRPC4 PAM, TRPC4 inh, AI-2 QS mod, TRPC4 agonist, MrgX1 allo act, HIF act, TRPC6 act, MrgX1 antagonist
Shown for CN(C1CCS(=O)(=O)C1)S(=O)(=O)c1ccc(C2CCCCC2)cc1 (configuration not stated) = i, i, i, i, i, 13, i, i, 0.4, i, i
Shown for CCCCC(=O)Nc1ccc(F)c(Cl)c1 = i, i, i, i, i, 9, i, i, 0.6, i, i
Shown for CC1CCN(c2ccc(S(=O)(=O)NC3=NCCCCC3)cc2[N+](=O)[O-])CC1 = i, i, i, i, i, 9, i, i, -0.7, i, i

Continued:
SMILES	MrgX1 ag	TRPC6 inh	PolyA inh	TRPC4 PAM	TRPC4 inh	AI-2 QS mod	TRPC4 agonist	MrgX1 allo act	HIF act	TRPC6 act	MrgX1 antagonist
O=C(COC(=O)c1cc(NS(=O)(=O)c2cccs2)ccc1O)Nc1cc(Cl)ccc1Cl	i	i	i	i	i	4	i	i	-0.1	i	i
CCOc1ccc(NC(=O)N2CCC(c3nc4ccccc4o3)CC2)cc1	i	i	i	i	i	7	i	i	-0.5	i	i
O=C(COc1ccc(Cl)cc1Cl)N1CCN(c2ccccn2)CC1	i	i	i	i	i	22	i	i	0.3	i	i
N/C(=N\OC(=O)c1cccc(Cn2cc(C(F)(F)F)ccc2=O)c1)c1ccccc1	i	i	i	i	i	23	i	i	-0.4	i	i
O=C1CC(c2ccccc2)=Nc2ccc(Br)cc2N1	i	i	i	i	i	15	i	i	0.5	i	i
Cc1ccc(NC(=O)CNC(=O)c2cccs2)cc1S(=O)(=O)Nc1ccc(Cl)cc1	i	i	i	i	i	16	i	i	/	i	i
Cc1cccc(C)c1NS(=O)(=O)c1ccc(OCCNS(C)(=O)=O)cc1	i	i	i	i	i	24	i	i	0.2	i	i
Cc1sc2ncnc(SCC(=O)N3CCCCC3)c2c1C	i	i	i	i	i	-3	i	i	0.6	i	i
COCCOCCn1c(CCCO)nc2ccccc21	i	i	i	i	i	-2	i	i	-0.6	i	i
COc1ccccc1Nc1nc(N)nc(CSC(=S)N2CCCCC2)n1	i	-9.5*	i	i	i	9	i	i	1.9	11*	i
